# GALK inh – galactokinase (human) inhibition | P51570 | Purified GALK, Kinase-Glo residual ATP luminescence | Potency, µM (series often up to 57.5 µM), inactives show at the highest dose activity change, negative = inhibition, most hits filed as inhibitors | 270,000 tested, 0.007% active | AID 1868; also: potency is read from the fitted curve at half-maximal effect; % is scaled to controls: 0 for no effect and ±100 for the full control effect
#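 Human GALK (5 nM) with 35 uM ATP and 100 uM galactose in 20 mM HEPES pH 8.0, 5 mM MgCl2, 60 mM NaCl, 1 mM DTT, 0.01% BSA. After 1 h at room temperature, leftover ATP was read by Kinase-Glo Plus luminescence.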
# CXXC DNA block – MLL CXXC-DNA interaction inhibition; MLL-CXXC / FITC-HOXA9 DNA fluorescence polarization; Potency, µM (titrated, usually from 115 µM), inactives show top-dose activity change, negative = inhibition, most hits filed as inhibitors; 290,000 tested, 0.037% active; active = well fitted inhibition curve with a large enough effect in the polarisation, with a control signal flat, not every such curve was filed as active; inconclusive = small, poorly fitted or top-dose-only effect, or effect the other way, or a change in a side signal; inactive = no such curve, though single readings can be large or run the other way; the % refers to the polarisation; also: potency is read from the fitted curve at half-maximal effect
#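 Purified MLL-CXXC (added from a 7 uM solution) was preincubated 5 min at ambient with pinned compounds in 50 mM Tris-HCl pH 7.5, 50 mM NaCl, 1 mM DTT, 0.05% BSA. Fluorescein-labeled HOX-A9 DNA (50 nM solution) followed, 30 min, then polarization read.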
# Tb PFK inh – T. brucei PFK enzyme inhibition; T. brucei PFK, ADP-Glo luminescence; Potency, µM (series often up to 57.5 µM), for the others: at the highest dose activity, negative = inhibition, hits mostly inhibitors; 330,000 tested, 0.17% active; AID 485367;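 also: potency is read from the fitted curve at half-maximal effect; 0% = uninhibited 1x PFK enzyme wells and -100% = no-enzyme wells; nearly all actives have a fitted effect of over 60% in size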
#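 ADP-Glo luminescence quantified ADP after 45 min at room temperature, with 1.25 nM T. brucei PFK, 0.1 mM ATP and 0.5 mM fructose-6-phosphate in pH 8.0 TEA buffer. qHTS titrations up to 57 µM; curves classified by quality.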
# TCR activator – activators of T cell receptors. Potency, µM (doses to about 9.22 µM), for the others: at the top dose activation of IL-2 secretion, hits mostly activators. 330,000 tested, under 10 active. primary human leukocytes, anti-CD3, IL-2 HTRF, 48 h; also: % of control where 0% means no effect
#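 Using a-CD3 beads without co-stimulation, primary human leukocytes were exposed to compounds for 48 hr. An HTRF IL-2 kit measured the cytokine, with europium-to-d2 energy transfer producing emission at 665nm upon 320nm excitation.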
# KCNH2 WT inh – inhibitors of human wildtype KCNH2 potassium channel | Q12809 | activity change, % at 1.84 µM | U2OS, BacMam KCNH2, thallium flux FluxOr; active compounds read low | 340,000 tested, 0.37% active;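 active = maximum activity change below -70%; inconclusive = maximum activity change between -70% and -50%; inactive = maximum activity change above -50%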; also: % is scaled to controls: 0 for no effect and ±100 for the full control effect
#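 U2OS cells transduced with wild-type KCNH2 virus are loaded with FluxOr dye for 45 min, and thallium flux is measured in kinetic reads before and after stimulation buffer. Rate constants are normalized to DMSO controls.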
# A-T KAP1 phos – potential ataxia-telangiectasia treatments restoring KAP-1 phosphorylation | 320,000 tested, 0.19% active | […] A-T fibroblasts, KAP-1 phosphorylation AlphaLISA; neocarzinostatin DNA damage 30 min before lysis | Potency, µM (doses to about 57.5 µM), for the others: at the highest dose activation, usual class: activators; also: potency is read from the fitted curve at half-maximal effect; % of control where 0% means no effect; nearly all actives have a fitted effect of over 45% in size
#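 ATM-like activity read as KAP-1 phosphorylation via AlphaLISA donor/acceptor antibody pairs after lysis and 6 hr at 25C. Cells were ATM-null patient fibroblasts ([…], hTERT), dosed 60 min, then exposed to the DSB inducer NCS for 30 min.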
# BCR signal inh – chronic active BCR signaling inhibition; ABC-DLBCL IkBa-CBG/CBR reporter, luminescence ratio, 4 h; Potency, µM (series often up to 46.1 µM), without a hit: top-dose ratio change, negative = lower green/red ratio, usual class: inhibitors; 340,000 tested, 0.05% active; active = well fitted inhibition curve with a large enough effect in the signal ratio, with a control signal flat, not every such curve was filed as active; inconclusive = small, poorly fitted or top-dose-only effect, or effect the other way, or a change in a side signal; the % refers to the signal ratio;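 also: potency is read from the fitted curve at half-maximal effect; plate controls were basal doxycycline-induced cells for no effect and cells given 10 µM MG132 for full effect; MG132 reads +100%, hits lower the ratio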
#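 Cell line TMD8 (human ABC DLBCL), stably expressing tet-inducible CBG68-IkBa fusion and CBR; IMDM/0.5% FBS; cpd up to 46 uM; dox induction, 4 h, 37C/5% CO2; dual luminescence; green/red ratio; MG132 control.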
# Giardia kill – kills Giardia lamblia | 340,000 tested, 0.15% active | activity change, % at 7.66 µM, hits read low | AID 540267 | Giardia lamblia trophozoite viability; in the data active = activity change below about -80%; inconclusive = between about -30% and that limit;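 also: parasites exposed to compound for two days anaerobically before the ATP read; % is scaled to controls: 0 for no effect and ±100 for the full control effect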
#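 Each well holds 100 Giardia trophozoites and compound. After two days (48 hrs) at 37 deg C in anaerobic conditions, ATP is quantified by luminescence.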
# Coupling enz – coupling enzyme interference in Giardia aldolase counter-screen. coupling enzyme system counterscreen, AmpLite Red fluorescence. activity change, negative = inhibition, % at 58.2 µM, hits read low. 290,000 tested, 0.67% active. AID 2472; in the data active = activity change below about -30%; also: % is scaled to controls: 0 for no effect and ±100 for the full control effect
#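 Fluorescence at 525 nm excitation and 598 nm emission measured inhibition of the coupled detection system without aldolase. Compounds (at 57.5 uM final) were preincubated 10 min at room temperature with coupling enzyme reagent before a 20 min substrate/AmpLite Red step.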
# TSHR antag – blocks TSH signaling through the human TSH receptor; P16473; TSHR-expressing cells, TSH-stimulated cAMP HTRF, 2 h; active compounds read low; activity change, negative = inhibition, % at 11.5 µM; 330,000 tested, 0.2% active;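 active = activity change below a set negative limit, meaning inhibition stronger than a set level, cut at about -70% in these data; inconclusive = activity change between two set negative limits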; also: % is scaled to controls: 0 for no effect and ±100 for the full control effect
#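 Freshly harvested TSHR cells receive pin-tooled compound, then EC80 TSH at 4nM final. After 2 hours at 37 deg C, antibody in lysis buffer and cAMP-d2 are added; 30 minutes at ambient temperature precede the HTRF read.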
# Starred values were filed as active, the others as inactive; ? = inconclusive; nt = no result given; [ ] = remark or other dose. Unless noted, calls follow the shape of the dose curve; as a rule, active = well fitted curve in the direction sought with a large enough effect; inconclusive = small, poorly fitted or top-dose-only effect, or another doubt; inactive = no such curve, though single readings can be large; an effect the other way counts as inactive or inconclusive.
SMILES,GALK inh,CXXC DNA block,Tb PFK inh,TCR activator,KCNH2 WT inh,A-T KAP1 phos,BCR signal inh,Giardia kill,Coupling enz,TSHR antag
CC(=O)N1CCN(c2ccc(Nc3ncnc4c3oc3ccccc34)cc2)CC1,6%,6%,3%,7%,-17,-4%,?,5,-6,-29
CC(C)(C)c1ccccc1NC(=S)NCc1ccccc1,0%,-6%,-17%,4%[46.1 µM],-4,9%,1%,8,1,-1
COc1ccccc1CNC(=O)c1ccccc1OCc1ccc(F)cc1,1%,-1%,4%,2%[46.1 µM],34,6%,?,4,-1,9
Cn1c(=O)n(C)c2cc(NC(=O)COc3ccc(Cl)cc3)ccc21,-2%,8%,-25%,3%,7,2%,?,8,10,0
Cc1ccc(S(=O)(=O)c2nc(NCc3ccc4c(c3)OCO4)sc2Cl)cc1,1%,10%,-1%,-1%,7,-1%,-3%,-16,0,-22
CN(C)C(=S)NC(=O)c1cccc(Cl)c1,0%,12%,-5%,3%,-5,-2%,1%,?,0,2
CC1=C(C(=O)OC(C)C)C(c2ccccc2Cl)CC(=O)N1 (configuration not stated),0%,1%,13%,-8%,10,12%,9%,6,-5,-13
CC(=O)Nc1ccc(-c2csc(Nc3ccc(S(N)(=O)=O)cc3)n2)cc1,-4%,-11%,1%,-1%,-20,1%,2%,-20,-3,-19
CC12CC3(C)CC(C)(C1)CC(C(N)=O)(C2)C3,0%,0%,5%,6%,3,-1%,3%,2,1,-17
Cc1ccccc1OCC(=O)NNC(=O)c1cc(S(=O)(=O)N(C)C)ccc1N1CCCC1,5%,14%,1%,5%,0,0%,1%,1,nt,7
CCOC(=O)c1ccc(N2Cc3ccccc3C2=N)cc1,1%,0%,-3%,-7%,8,1%,?,-14,1,9
CC(=O)Nc1ccc(/C(C)=N/NC(=O)c2ccccc2Cl)cc1,-3%,3%,-1%,4%[46.1 µM],11,-4%,?,-12,-1,-4
C/C(=N\NC(=O)c1cccc(Br)c1)c1cccnc1,-9%,-2%,1%,-1%,0,1%,?,-2,2,8
COc1ccc(S(=O)(=O)N(CC(=O)N2CCN(c3ccccc3)CC2)c2ccccc2)cc1,1%,18%,-3%,-18%,1,3%,3%,-10,-22,7
O=C(NCC1CCCO1)c1cc(-c2ccc(F)cc2)no1 (configuration not stated),-4%,-5%,-4%,-9%,-18,5%,?,23,nt,-11
CN(Cc1ccccc1)S(=O)(=O)c1ccc(NS(=O)(=O)Cc2ccccc2)cc1,2%,-3%,-1%,2%,6,nt,?,14,1,-37
COc1ccc(Cn2nnnc2C(c2ccccc2)N2CCN(C3CCCC3)CC2)cc1 (configuration not stated),2%,-9%,0%,-1%,4,nt,7%,-19,-11,15
NC(=O)CN1CCCN(S(=O)(=O)c2ccc(Br)cc2)CC1,1%,-7%,-2%,-7%,-2,-6%,-3%,4,6,-2
COc1ccc(Br)c(C(=O)N2CCN(S(=O)(=O)c3cccs3)CC2)c1,-1%,6%,1%,-1%,-2,0%,-1%,-7,0,4
Cc1cc(C)c2c(c1)C1(OCCO1)C(=O)N2,7%,?,1%,3%,-1,-5%,0%,-9,3,-1

# Compounds shown so far that have fluorine, in the order listed:
SMILES,GALK inh,CXXC DNA block,Tb PFK inh,TCR activator,KCNH2 WT inh,A-T KAP1 phos,BCR signal inh,Giardia kill,Coupling enz,TSHR antag
COc1ccccc1CNC(=O)c1ccccc1OCc1ccc(F)cc1,1%,-1%,4%,2%[46.1 µM],34,6%,?,4,-1,9
O=C(NCC1CCCO1)c1cc(-c2ccc(F)cc2)no1 (configuration not stated),-4%,-5%,-4%,-9%,-18,5%,?,23,nt,-11

# More records:
SMILES,GALK inh,CXXC DNA block,Tb PFK inh,TCR activator,KCNH2 WT inh,A-T KAP1 phos,BCR signal inh,Giardia kill,Coupling enz,TSHR antag
Cc1cc(NC(=O)CCC(=O)N(CC(=O)NCC2CCCO2)c2ccc(F)c(Cl)c2)no1 (configuration not stated),2%,11%,-7%,0%,-8,5%,?,-11,1,19
O=S(=O)(Nc1cccc(S(=O)(=O)N2CCCC2)c1)c1ccccc1F,nt,nt,0%,0%,-8,4%,2%,2,nt,nt
O=C(C[n+]1cc(Br)cc2ccccc21)c1ccc(F)cc1,1%,19%,-2%,4%,-7,0%,?,-24,0,-9
O=C(Nc1ccccc1C(=O)NCC1CCCO1)c1ccccc1F (configuration not stated),-4%,8%,-6%,1%,-4,3%,4%,-10,nt,4
CCCCNC(=O)N(c1c(N)n(Cc2ccccc2)c(=O)[nH]c1=O)C1CCCC1,10%,-1%,-5%,-1%,-3,3%,-5%,-5,2,-2
Cc1ccccc1S(=O)c1ccccc1C(=O)O (configuration not stated),1%,-1%,-6%,-2%,-1,-1%,9%,15,3,2
COc1ccccc1C/C(N)=N/OC(=O)COc1ccc2ccccc2c1,2%,-1%,-4%,4%,0,8%,-1%,-6,-9,0
O=C(c1nc2ccc(Cl)cn2c1CN1CCCC1)N1CCc2ccccc2C1,3%,-23%,-9%,-5%,-8,-1%,0%,9,-1,-6
COc1ccccc1NS(=O)(=O)c1cc(C(=O)NCC(c2ccco2)N2CCCCC2)ccc1C (configuration not stated),nt,nt,-2%,0%,8,4%,?,2,nt,3
COc1cc(/C=C/C(=O)OCC(=O)NCCc2ccc(F)cc2)ccc1OC(F)F,nt,nt,3%,-5%[46.1 µM],4,12%,0%,6,nt,-18
COCCn1c(SCC(=O)NCc2ccc(F)cc2)nc2ccccc21,2%,-7%,-13%,3%,2,4%,-2%,9,-1,8
Cc1cccc(Cn2c(N(C)Cc3ccccc3)nc3c2c(=O)[nH]c(=O)n3C)c1,1%,-5%,-6%,0%,-11,2%,2%,10,-1,-2
O=C(Nc1cccc2c1CCCC2)c1cc([N+](=O)[O-])ccc1Cl,4%,-2%,2%,4%,-12,-3%,-7%,-7,5,-4
O=C(COc1ccc(Cl)cc1)N1CCCCC1,-2%,2%,-3%,4%,3,2%,?,22,-1,-1
Cc1ccc(S(=O)(=O)Nc2c(C)nn(C)c2C)cc1C,nt,nt,-4%,0%,-2,-3%,-1%,-8,nt,-2
CC(Oc1cccc(F)c1)c1ccnc2nc(/N=C/N(C)C)nn12 (configuration not stated),1%,-10%,-4%,-6%,-8,-6%,-14%,0,0,11
CCc1ccc(NC(=O)CSc2nc(N)c(NC(=O)c3ccc(F)c(F)c3)c(=O)[nH]2)cc1,5%,1%,1%,0%,-4,-1%,?,12,4,8
CN1/C(=C\C(=O)Nc2cccnc2)c2ccccc2CC1(C)C,-1%,-4%,-3%,2%[46.1 µM],-4,3%,0%,-13,2,13
O=C(Nc1cccc(N2C(=O)C3C4C=CC(C4)C3C2=O)c1)c1cccs1 (configuration not stated),-2%,-6%,2%,2%,10,15%,18%,-15,4,-35
CCC(C)NC(=O)C1CCN(S(=O)(=O)N2CCC3(CC2)OCCO3)CC1 (configuration not stated),-2%,5%,-5%,1%,nt,2%,3%,-1,4,4
O=C(NNS(=O)(=O)c1ccc(F)cc1)c1ccc(O)cc1,8%,-3%,0%,-2%,9,1%,5%,39[activator],4,5
O=C(CSc1nnc(-c2ccccn2)o1)Nc1ccccc1F,4%,11%,-10%,4%,2,0%,?,-5,nt,0
O=C(COC(=O)C12CC3CC(CC(C3)C1)C2)NCCCc1ccccc1,2%,6%,3%,2%[46.1 µM],0,5%,0%,2,0,-19
COc1ccc(CN2CCC(n3nccc3NC(=O)C3CC3)CC2)c(Cl)c1OC,-7%,8%,1%,2%,0,-4%,-8%,-12,nt,-40
Cc1cc(C)cc(C(=O)N2CC(C)SC2=Nc2cccc(S(=O)(=O)N(C)C)c2)c1 (configuration not stated),0%,8%,1%,1%[46.1 µM],-3,-1%,1%,-10,-6,3
COc1ccc(C(=O)CSC#N)cc1OC,-1%,12%,?,0%,-6,-10%,?,-3,1,-5
O=C(NCCS(=O)(=O)NCc1ccc(Cl)cc1)c1ccccc1,nt,nt,-10%,2%,-1,-5%,1%,-3,nt,19
O=C(CN(Cc1ccc(Cl)cc1)C(=O)c1csnn1)NCc1ccc(F)cc1,-3%,-3%,1%,-3%,0,4%,-5%,-13,0,-1
Cc1cc(NC(=O)CSc2nc3ccsc3c(=O)n2NC(=O)c2ccccc2)no1,0%,12%,-4%,-5%[46.1 µM],-12,-3%,?,-9,6,4
Cn1nc(-c2ccccn2)nc2c(=O)n(C)c(=O)nc1-2,1µM*,?,-10%,2%,0,8%,?,-7,-76*,13
Cc1[nH]c(=O)c(C#N)c(C)c1Cl,-2%,-20%,1%,-3%,3,-4%,0%,1,0,-5
CCN(CC)CCNC(=O)c1cn(CC)c2ccc(S(=O)(=O)N3CCc4ccccc4C3)cc2c1=O,-2%,8%,2%,-4%,1,5%,10%,-7,-1,-4
O=C(CS(=O)CC(=O)Nc1cccnc1)Nc1ccc(F)cc1 (configuration not stated),-1%,0%,-1%,0%,-27,9%,-17%,4,1,-7

# Screening results as filed in PubChem BioAssay.
